KCC2 mod = KCC2 (human) Cl- transport modulation | Q9H2X9 | KCC2 cells, thallium flux FluoZin-2 fluorescence | B-score of Tl+ flux slope (higher = more flux/activation; lower = inhibition) at 10 µM | 190,000 compounds, 2.2% hits;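 active = thallium flux slope and its plate-corrected score both differing from the plate sample mean at a set confidence after two filtering rounds, in either direction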;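 note: slope of fluorescence scaled to starting intensity during 10 to 20 s after thallium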
Furin inhibitor = blocks human furin protease activity | 220,000 compounds, 0.061% hits | P09958 | purified furin, fluorogenic substrate cleavage | inhibition, % at 30 µM; in the data active = inhibition above about 25%; note: inactives centre near -15
EBV gp42 block = inhibitors of Epstein-Barr virus glycoprotein 42. Q1HVG2. AID 1085. Fluorescence polarization binding assay, mP read-out. 220,000 compounds, 0.42% hits. inhibition, % (tested at 21.74 µM); in the data active = inhibition above about 50%
14-3-3 Bad inh = disrupts binding of bovine 14-3-3 zeta to phospho-Bad peptide; P63103; TR-FRET 14-3-3zeta/Dy647-pBad peptide displacement, 1 h; inhibition, % at 21.7 µM; 220,000 compounds, 0.71% hits; AID 781;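 active = inhibition above about 70%, limit read from the data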;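 note: 0% = full 14-3-3 plus peptide FRET controls and 100% = background without 14-3-3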
Target sequence (P63103 whole entry, looked up): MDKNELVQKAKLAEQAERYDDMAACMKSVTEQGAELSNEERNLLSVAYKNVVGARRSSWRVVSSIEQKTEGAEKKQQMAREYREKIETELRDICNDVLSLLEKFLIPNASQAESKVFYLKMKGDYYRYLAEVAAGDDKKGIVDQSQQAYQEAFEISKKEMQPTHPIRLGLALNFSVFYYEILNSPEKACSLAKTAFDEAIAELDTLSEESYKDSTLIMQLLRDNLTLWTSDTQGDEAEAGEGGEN
KLK5 inh = inhibitors of human kallikrein 5 | Q9Y337 | recombinant hK5, fluorogenic AMC substrate cleavage | inhibition, % at 5 µM | 210,000 compounds, 0.59% hits;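 active = inhibition of 40% or more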;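 note: 0% = enzyme controls without compound and 100% = no-enzyme blanks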
Target sequence (Q9Y337 67-293 limits assumed): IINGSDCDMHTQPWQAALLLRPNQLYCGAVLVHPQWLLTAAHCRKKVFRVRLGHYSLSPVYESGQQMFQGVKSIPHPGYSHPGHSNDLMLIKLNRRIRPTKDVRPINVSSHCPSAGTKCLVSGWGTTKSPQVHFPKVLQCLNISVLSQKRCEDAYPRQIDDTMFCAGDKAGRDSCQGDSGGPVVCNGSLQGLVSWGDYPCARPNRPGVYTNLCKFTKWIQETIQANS
Rad51 HR inh = Rad51 (human) homologous recombination inhibition | hRad51 DNA strand exchange, fluorescence dequenching | inhibition, % at 10 µM | Q06609 | 200,000 compounds, 0.085% hits | AID 1385;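 active = inhibition above 40% at the single screening dose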;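 note: 0% = DMSO control wells and 100% = blanks with heterologous ssDNA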
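Test system – preformed human Rad51 ssDNA filaments · Reagent – Donor/quencher-labelled 47-bp dsDNA substrate · Incubation – 37 °C 15-min filament assembly, 30-min compound preincubation, 15-min exchange · Signal – FRET fluorescence dequenching, excitation 485 nm, emission 520 nm · Read-out – percent inhibition from fluorescence, normalised to plate control and blank means · Benchmarks – plate control and blank wells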
thrombin 1536 = blocks human thrombin protease activity | AID 1046 | alpha-thrombin, Boc-VPR-AMC fluorogenic substrate cleavage | P00734 | 220,000 compounds, 0.26% hits | inhibition, % at 5 µM;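 active = inhibition at or above 40%; inactive = inhibition below 40%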;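 note: 0% = enzyme with no compound and 100% = wells without enzyme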
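System: Human alpha-thrombin protein | Medium: pH 7.5 Tris (50 mM) with NaCl 150 mM, Tween 20 0.05% | Times: Enzyme reaction carried out at room temperature | Detection: AMC fluorescence, 355/460 nm | Evaluation: Percent inhibition scaled between no-compound controls and no-enzyme blanks | Benchmarks: Enzyme without compound as high, wells lacking enzyme as low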
NCF1 inh = blocks human p47phox regulatory protein of NADPH oxidases; AID 1274; inhibition, % at 24.7 µM; 220,000 compounds, 0.53% hits; p47phox/p22phox peptide binding, fluorescence polarization, 2 h; P14598;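 note: 0% = p47phox with labelled peptide and 100% = labelled peptide alone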
Target sequence (P14598 whole entry, looked up): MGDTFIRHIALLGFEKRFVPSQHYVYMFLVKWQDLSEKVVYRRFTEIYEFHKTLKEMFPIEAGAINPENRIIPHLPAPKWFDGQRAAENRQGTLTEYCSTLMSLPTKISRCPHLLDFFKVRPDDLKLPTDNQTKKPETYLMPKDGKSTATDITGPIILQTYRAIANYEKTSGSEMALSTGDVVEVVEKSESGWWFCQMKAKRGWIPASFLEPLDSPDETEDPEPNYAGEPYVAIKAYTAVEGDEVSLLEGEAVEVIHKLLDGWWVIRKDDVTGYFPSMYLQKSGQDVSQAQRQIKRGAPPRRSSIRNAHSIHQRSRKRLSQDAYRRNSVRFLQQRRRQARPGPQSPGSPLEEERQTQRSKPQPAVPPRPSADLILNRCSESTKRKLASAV
eIF4E-4G inh = inhibitors of eIF4E and eIF4G interaction in translation initiation | TR-FRET eIF4E-eIF4GI(517-606) binding, 2 h | inhibition, % at 21.7 µM | 220,000 compounds, 0.37% hits | AID 782;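 note: 0% = full FRET control wells and 100% = background wells lacking eIF4GI fragment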
An asterisk follows results filed as active; [ ] = another dose, or the depositor's remark.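 Rule for the calls, unless noted: active = inhibition above about 30% (limit read from the data); inactive = the rest.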 An unsorted share of the library; 4.7% or so of the library scored in one or more.

`CC1(C)OC(=CC=Nc2ccc(Cl)cc2)OC1(C)C` gave KCC2 mod -0.33, Furin inhibitor 3, EBV gp42 block 13, 14-3-3 Bad inh -5, KLK5 inh 16, thrombin 1536 2, NCF1 inh -1 and eIF4E-4G inh -1.
`O=C(Nc1cc(Cl)ccc1Cl)C1CC(=O)N(c2ccc(Br)cc2)C1` (stereo not drawn) gave KCC2 mod 0.34, Furin inhibitor -19[20 µM], EBV gp42 block -15, 14-3-3 Bad inh 6, KLK5 inh 1, Rad51 HR inh 3, thrombin 1536 3, NCF1 inh 24 and eIF4E-4G inh 5.
For CCN1N=C(c2ccccc2)Cn2c1nc1ccccc12 the results were KCC2 mod 0.038, Furin inhibitor 1[20 µM], EBV gp42 block 4, 14-3-3 Bad inh 14, KLK5 inh -174, Rad51 HR inh 13, thrombin 1536 -10, NCF1 inh -20 and eIF4E-4G inh 10.
Screening O=C(NCCC1=CCCCC1)c1ccc(Cl)cc1 returned Furin inhibitor -10, EBV gp42 block 0, 14-3-3 Bad inh -12, KLK5 inh 2, Rad51 HR inh -122, thrombin 1536 -5, NCF1 inh -3 and eIF4E-4G inh -3.
Screening O=C(COc1ccc(Cl)cc1Br)NC(=O)NCc1ccccc1 returned KCC2 mod 0.96, Furin inhibitor -16, EBV gp42 block 11, 14-3-3 Bad inh 5, KLK5 inh -7, Rad51 HR inh 28, thrombin 1536 -5, NCF1 inh -2 and eIF4E-4G inh 3.
`N#CC(c1ccc(Cl)cc1)c1ncc(C(F)(F)F)cc1Cl` (stereo not drawn) gave KCC2 mod 0.39, Furin inhibitor -19[20 µM], EBV gp42 block -12, 14-3-3 Bad inh -4, KLK5 inh 3, Rad51 HR inh 0, thrombin 1536 1, NCF1 inh -1 and eIF4E-4G inh 4.
For CCO[C@H]1OC(C(=O)O)=C[C@@H](c2csc3ccccc23)[C@@H]1CCCO the results were KCC2 mod 0.77, Furin inhibitor -30, EBV gp42 block -7, 14-3-3 Bad inh 3, KLK5 inh 3, Rad51 HR inh 5, thrombin 1536 -3 and eIF4E-4G inh 1.
`C=CCC1(/C=N/O)CCOC(C)(C)C1` (stereo not drawn) gave KCC2 mod 0.13, Furin inhibitor -24, EBV gp42 block -22, 14-3-3 Bad inh 2, KLK5 inh 1, thrombin 1536 -7, NCF1 inh 64* and eIF4E-4G inh 0.
For COc1ccc2oc(=Nc3ccc(C(=O)O)cc3)c(C(=O)NCc3ccco3)cc2c1 the results were KCC2 mod 0.13, Furin inhibitor -17, EBV gp42 block -14, 14-3-3 Bad inh -4, KLK5 inh -3, Rad51 HR inh 5, thrombin 1536 -11, NCF1 inh -19 and eIF4E-4G inh 1.
Screening CCC(CC)NC(=O)Nc1cccc(C)c1C returned KCC2 mod -0.42, Furin inhibitor -19, EBV gp42 block -1, 14-3-3 Bad inh -5, KLK5 inh -4, Rad51 HR inh 19, thrombin 1536 5, NCF1 inh -12 and eIF4E-4G inh 2.
For O=C1c2ccccc2C(=O)N1CCCCN(C(=O)c1ccc(Cl)s1)c1ccc(Cl)cc1 the results were KCC2 mod -0.031, Furin inhibitor -4, EBV gp42 block 3, 14-3-3 Bad inh -4, KLK5 inh -15, Rad51 HR inh 9, thrombin 1536 -9, NCF1 inh 1 and eIF4E-4G inh 4.
CC(O)CNCCOc1ccccc1-c1ccccc1 (stereo not drawn) was read as KCC2 mod -0.13, Furin inhibitor -14, EBV gp42 block 15, 14-3-3 Bad inh 16, thrombin 1536 -3, NCF1 inh -10 and eIF4E-4G inh 2.
COc1ccccc1N1CCN(CC(=O)N2CCCC2)CC1 was read as KCC2 mod -0.02, Furin inhibitor -8, EBV gp42 block -1, 14-3-3 Bad inh 67, KLK5 inh 1, thrombin 1536 -1, NCF1 inh 6 and eIF4E-4G inh 6.
For NS(=O)(=O)c1ccc(NNC(=O)c2ccccc2)cc1 the results were KCC2 mod -0.045, Furin inhibitor -11, EBV gp42 block -15, 14-3-3 Bad inh -4, KLK5 inh 2, Rad51 HR inh 19, thrombin 1536 -3, NCF1 inh -10 and eIF4E-4G inh -2.
`COc1ccc(Nc2nc(NCc3ccco3)nc(N3CCOCC3)n2)cc1` gave KCC2 mod 0.89, Furin inhibitor -24, EBV gp42 block -9, 14-3-3 Bad inh -1, KLK5 inh -2, Rad51 HR inh 16, thrombin 1536 -2, NCF1 inh -9 and eIF4E-4G inh -2.
CCCCN(C(=O)c1cc2ccccc2o1)c1c(N)n(CC(C)C)c(=O)[nH]c1=O was read as KCC2 mod -0.13, Furin inhibitor -12, EBV gp42 block -11, 14-3-3 Bad inh -4, KLK5 inh -7, thrombin 1536 2, NCF1 inh 0 and eIF4E-4G inh 0.
Screening O=C(Cn1c(=O)sc2ccccc21)Nc1nc2c(s1)CCCC2 returned KCC2 mod -0.91, Furin inhibitor -13, EBV gp42 block -13, 14-3-3 Bad inh -5[fluorescence artefact?], KLK5 inh -13, thrombin 1536 -2, NCF1 inh -22 and eIF4E-4G inh 12.
`O=C(NC(=O)N1CCN(c2ccc([N+](=O)[O-])cn2)CC1)c1ccccc1F` gave KCC2 mod -0.86, Furin inhibitor -13, EBV gp42 block -10, 14-3-3 Bad inh 1, KLK5 inh 2, Rad51 HR inh 20, thrombin 1536 -3, NCF1 inh -5 and eIF4E-4G inh 0.
`CCN(CC)S(=O)(=O)c1ccc(N2CCOCC2)c(NS(=O)(=O)c2ccc(C)c(C)c2)c1` gave KCC2 mod -0.3, Furin inhibitor -7, EBV gp42 block 9, 14-3-3 Bad inh -10, KLK5 inh -5, Rad51 HR inh 3, thrombin 1536 -8, NCF1 inh -12 and eIF4E-4G inh 4[fluorescence artefact?].
C=CCN1C(=O)C(C)(C)N(C(C)=O)c2ccccc21 was read as KCC2 mod 0.0091, Furin inhibitor -17, EBV gp42 block -7, 14-3-3 Bad inh 4, KLK5 inh -8, thrombin 1536 0, NCF1 inh -6 and eIF4E-4G inh 3[fluorescence artefact?].
`O=C(CN1CCCC1)Nc1ccc(F)cc1` gave KCC2 mod -0.0037, Furin inhibitor -22, EBV gp42 block -23, 14-3-3 Bad inh -3, KLK5 inh -1, Rad51 HR inh -21, thrombin 1536 7, NCF1 inh 5 and eIF4E-4G inh 2.
`Cc1cc(N2CCOCC2)ccc1/C=C1/SC(=O)NC1=O` gave KCC2 mod -0.15, Furin inhibitor -26, EBV gp42 block -38, 14-3-3 Bad inh -7, KLK5 inh 1, Rad51 HR inh 10, thrombin 1536 1, NCF1 inh -17 and eIF4E-4G inh 2.
`O=C(O)c1cn(Cc2ccccn2)c(=O)c2ccccc12` gave KCC2 mod 0.36, Furin inhibitor -22, EBV gp42 block -2, 14-3-3 Bad inh -7, KLK5 inh 16, Rad51 HR inh -2, thrombin 1536 -4, NCF1 inh -13 and eIF4E-4G inh -1.
Screening CCCC(C)C(=O)Nc1ccc(S(=O)(=O)Nc2nccs2)cc1 (stereo not drawn) returned KCC2 mod 0.45, Furin inhibitor -29, EBV gp42 block -12, 14-3-3 Bad inh -4, KLK5 inh -5, Rad51 HR inh -6, thrombin 1536 -13, NCF1 inh -6 and eIF4E-4G inh -2.
For Cc1cccc(NC(=S)N(CCN(C)C)C(C)c2ccco2)c1 (stereo not drawn) the results were KCC2 mod -0.07, Furin inhibitor -6, EBV gp42 block -4, 14-3-3 Bad inh -11[fluorescence artefact?], KLK5 inh -25, Rad51 HR inh 2, thrombin 1536 -4, NCF1 inh -9 and eIF4E-4G inh 5.
For Cc1nn(-c2cccc(C(=O)O)c2)c(C)c1Oc1ccccc1O the results were Furin inhibitor -30, EBV gp42 block 12, 14-3-3 Bad inh 21, KLK5 inh -3, Rad51 HR inh 2, thrombin 1536 0, NCF1 inh 1 and eIF4E-4G inh -3.
`Cc1ccc(-c2cc(C(=O)NC3=NCCS3)c3ccccc3n2)cc1C` gave KCC2 mod 0.37, Furin inhibitor -24, EBV gp42 block -13, 14-3-3 Bad inh -4[fluorescence artefact?], KLK5 inh -13, Rad51 HR inh 24, thrombin 1536 -1, NCF1 inh -41 and eIF4E-4G inh 15[fluorescence artefact?].
For COc1cccc(C(=O)Nc2cc(C)on2)c1OC the results were KCC2 mod 0.88, Furin inhibitor -14, EBV gp42 block -14, 14-3-3 Bad inh 2, KLK5 inh -6, Rad51 HR inh 5, thrombin 1536 -17, NCF1 inh -4 and eIF4E-4G inh -2.
Screening S=c1[nH]nc(-c2ccco2)n1/N=C/c1ccccc1Cl returned KCC2 mod 10*, Furin inhibitor -1, EBV gp42 block 3, 14-3-3 Bad inh -6, KLK5 inh 9, Rad51 HR inh 1, thrombin 1536 -11, NCF1 inh 29 and eIF4E-4G inh -4[fluorescence artefact?].
`COc1cc2nc(CN(C)Cc3ccc(F)cc3)[nH]c(=O)c2cc1OC` gave KCC2 mod 0.59, Furin inhibitor -19, EBV gp42 block -10, 14-3-3 Bad inh -2, KLK5 inh -4, Rad51 HR inh 2, thrombin 1536 -14, NCF1 inh 16 and eIF4E-4G inh 3.

Compounds from the list above containing bromine, in the order listed:
`O=C(Nc1cc(Cl)ccc1Cl)C1CC(=O)N(c2ccc(Br)cc2)C1` (stereo not drawn) gave KCC2 mod 0.34, Furin inhibitor -19[20 µM], EBV gp42 block -15, 14-3-3 Bad inh 6, KLK5 inh 1, Rad51 HR inh 3, thrombin 1536 3, NCF1 inh 24 and eIF4E-4G inh 5.
Screening O=C(COc1ccc(Cl)cc1Br)NC(=O)NCc1ccccc1 returned KCC2 mod 0.96, Furin inhibitor -16, EBV gp42 block 11, 14-3-3 Bad inh 5, KLK5 inh -7, Rad51 HR inh 28, thrombin 1536 -5, NCF1 inh -2 and eIF4E-4G inh 3.

Other results:
Cc1cc(C(=O)COC(=O)C2=COCCO2)c(C)n1-c1ccc2c(c1)OCO2 was read as KCC2 mod -0.17, Furin inhibitor -14, EBV gp42 block 2, 14-3-3 Bad inh -17[fluorescence artefact?], KLK5 inh -28, Rad51 HR inh -1, thrombin 1536 2, NCF1 inh -4 and eIF4E-4G inh -12[fluorescence artefact?].
For CC(C)OCCCNc1nc2c(c(=O)n(Cc3ccccc3F)c(=O)n2C)n1C the results were Furin inhibitor -4, EBV gp42 block -14, 14-3-3 Bad inh -11, KLK5 inh -22, Rad51 HR inh -8, thrombin 1536 3, NCF1 inh -4 and eIF4E-4G inh -1.
Cc1ccc2cccc(NC3OC(=O)c4ccccc43)c2n1 (stereo not drawn) was read as KCC2 mod -2.3, Furin inhibitor -13, EBV gp42 block -13, 14-3-3 Bad inh 12, KLK5 inh -9, Rad51 HR inh -34, thrombin 1536 5, NCF1 inh 17 and eIF4E-4G inh 21.
Screening Cc1ccc(NC(=O)CC(C)N2CCCC2)cc1 (stereo not drawn) returned KCC2 mod 1.1, Furin inhibitor -7[20 µM], EBV gp42 block -13, 14-3-3 Bad inh -2, KLK5 inh -7, Rad51 HR inh 5, thrombin 1536 2, NCF1 inh 3 and eIF4E-4G inh -8.
For Cc1ccc(NC(=S)NNC(=O)c2c(Cl)c(C)nn2C)cc1 the results were KCC2 mod 0.68, Furin inhibitor -30, EBV gp42 block -22, 14-3-3 Bad inh -3, KLK5 inh -41, Rad51 HR inh 19, thrombin 1536 1, NCF1 inh -10 and eIF4E-4G inh -1.
